dFosB act – mouse delta FosB homodimer activation; activation, % at 25 µM; purified delta FosB, TAMRA-CDK5 oligo fluorescence polarization; percent of positive-control signal above neutral wells; P13346; actives 0.99% (n = 340,000); AID 493131;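 active = mean activation above about 17%, with every replicate also reaching it, limit read from the data, passing the limit was not always enough; inconclusive = only one of the two conditions met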;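 note: fluorescence polarization rise as delta FosB binds a TAMRA Cdk5 AP-1 oligo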
SR-BI DiI inh – blocks mouse SR-BI lipid uptake from DiI-HDL; inhibition, % at 12.5 µM; Q61009; actives 0.96% (n = 320,000); ldlA[mSR-BI] CHO cells, DiI-HDL uptake fluorescence, 3 h;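 active = mean replicate inhibition of at least 70% and a set share of replicates each scoring 70 or more; inconclusive = meets just one of the two criteria; inactive = fails both criteria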;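 note: 0% = median of neutral control wells and 100% = median of positive control wells; values of inactives mirror those of a sister screen read the other way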
Target sequence (Q61009 whole entry, looked up): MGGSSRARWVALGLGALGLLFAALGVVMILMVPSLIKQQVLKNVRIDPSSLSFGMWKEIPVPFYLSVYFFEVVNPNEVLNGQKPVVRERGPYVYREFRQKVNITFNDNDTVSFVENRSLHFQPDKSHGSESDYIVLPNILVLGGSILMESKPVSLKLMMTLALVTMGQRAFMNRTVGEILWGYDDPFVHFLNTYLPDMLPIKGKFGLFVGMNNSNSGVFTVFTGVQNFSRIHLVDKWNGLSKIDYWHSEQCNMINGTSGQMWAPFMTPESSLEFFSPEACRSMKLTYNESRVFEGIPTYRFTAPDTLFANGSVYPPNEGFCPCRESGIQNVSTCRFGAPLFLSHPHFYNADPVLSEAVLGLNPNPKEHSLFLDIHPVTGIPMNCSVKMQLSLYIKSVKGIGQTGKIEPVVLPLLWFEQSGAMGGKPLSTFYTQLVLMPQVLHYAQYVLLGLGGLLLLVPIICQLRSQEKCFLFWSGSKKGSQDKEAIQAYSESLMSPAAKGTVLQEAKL
NSD2 inh – NSD2 (human) methyltransferase inhibition | O96028 | NSD2 peptide methylation, AlphaScreen, 120 min | inhibition, % at 12.5 µM | actives 0.54% (n = 310,000) | AID 743445; in the data active = inhibition above about 50%
PfHsp90 yeast 2 – reduces growth (ATP signal) of yeast expressing P. falciparum Hsp90 | S. cerevisiae expressing PfHsp90, BacTiter-Glo ATP, 48 h; yeast lacking PDR1 and PDR3 efflux regulators | inhibition, % at 9.4 µM | actives 0.32% (n = 310,000) | AID 504621;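 active = every replicate shows inhibition above about 80%, whatever the replicate mean, limit read from the data; inconclusive = mean inhibition reaches the set limit but some replicate falls short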;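 note: 0% = DMSO neutral controls and 100% = 20 µM radicicol positive controls; yeast relying on Plasmodium falciparum Hsp90 in place of its own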
SR-BI uptake up – activators of SR-BI mediated HDL lipid uptake; activation, % at 12.5 µM; actives 0.096% (n = 320,000); AID 504775; CHO ldlA[mSR-BI] cells, DiI-HDL uptake fluorescence, 3 h; 100 = double the neutral-control signal;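 active = mean replicate activation of at least 60% and every replicate at or above 60%; inconclusive = mean or all-replicate condition met, but not both; inactive = mean below 60% and not all replicates reaching 60%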;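 note: 0% = median plate neutral-control signal and 100% = twice that signal; values of inactives mirror those of a sister screen read the other way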
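System: CHO ldlA[mSR-BI] cells / Medium: HEPES-buffered (25 mM, pH 7.4) F12 plus 0.5% BSA / Probe or stimulus: labelled HDL, 10 µg/mL / Doses: single compound concentration, delivered by pin transfer / Schedule: 3 h, 37 °C / Measured by: DiI fluorescence, bottom read / Measure: cell-associated DiI fluorescence as measure of HDL uptake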
CAL PDZ FP-1 – CAL PDZ (human) peptide binding inhibition; purified CAL PDZ, TMR-peptide fluorescence polarization, 1 h; inhibition, % at 24.9 µM; AID 602252; actives 0.92% (n = 300,000);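 active = mean inhibition of at least 30% with at least half of replicates also reaching 30%; inconclusive = no clear call, values can overlap the other calls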;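 note: 0% = DMSO neutral control and 100% = excess unlabeled competitor peptide PRC23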
CAL PDZ FP-2 – inhibitors of human CAL PDZ peptide binding; AID 504414; actives 0.02% (n = 330,000); purified CAL PDZ, TMR-peptide fluorescence polarization, 1 h; inhibition, % at 20 µM; Q9HD26;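 active = highest replicate inhibition of at least 40%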;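 note: plate controls were DMSO neutral control wells for no effect and unlabeled competitor peptide control wells for full effect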
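Test system: tagged CAL PDZ domain / Buffer or medium: sodium phosphate/NaCl buffer pH 7.4 with TCEP, IgG, Thesit / Reagent: TMR-labelled reporter peptide T*-PRC34 bound in PDZ groove / Compound dosing: single point, 20 µM / Schedule: 1 h incubation at room temperature before polarization reading / Technique: fluorescence polarization (mP) / Benchmarks: unlabelled peptide, DMSO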
Rtt109 Vps75 – inhibitors of Candida albicans Rtt109/Vps75 histone acetyltransferase; inhibition, % at 34.9 µM; purified Rtt109/Vps75, ThioGlo CoA-SH fluorescence, 4 h; actives 0.16% (n = 330,000);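 active = inhibition of at least 50% in every replicate; inconclusive = best replicate reaches 50% inhibition but some replicates fall short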
Target sequence (Q5AAJ8 whole entry, looked up): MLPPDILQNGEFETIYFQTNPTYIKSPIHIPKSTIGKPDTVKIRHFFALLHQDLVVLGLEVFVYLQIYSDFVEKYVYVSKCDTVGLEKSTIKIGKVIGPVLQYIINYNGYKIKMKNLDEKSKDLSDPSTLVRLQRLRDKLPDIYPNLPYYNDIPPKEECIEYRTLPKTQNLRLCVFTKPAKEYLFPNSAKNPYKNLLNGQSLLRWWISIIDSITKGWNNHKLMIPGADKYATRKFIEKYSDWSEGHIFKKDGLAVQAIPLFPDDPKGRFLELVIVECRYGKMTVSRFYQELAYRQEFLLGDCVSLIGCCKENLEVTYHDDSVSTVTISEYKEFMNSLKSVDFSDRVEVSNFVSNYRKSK
PvdQ acylase – P. aeruginosa PvdQ acylase inhibition | inhibition, % at 10 µM | AID 488965 | actives 0.063% (n = 340,000) | purified PvdQ acylase, fluorescence plate reader; in the data active = inhibition above about 30%, passing the limit was not always enough; inconclusive = no clear call, values can overlap the other calls;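 note: 0% = vehicle neutral wells and 100% = reference inhibitor wells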
MITF act – increases MITF-driven TRPM1 promoter luciferase signal; SK-MEL-5 TRPM1-promoter luciferase, 24 h; % of positive control, neutral wells = 0; activation, % at 12.5 µM; actives 0.75% (n = 300,000); AID 588334;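 active = mean activation of at least 80% with every replicate also reaching 80%; inconclusive = mean reaches 80% but some replicate falls short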;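 note: 0% = neutral control wells and 100% = parthenolide positive control wells; values of inactives mirror those of a sister screen read the other way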
* = called active by the depositor; u = inconclusive; x = not tested or not shown.

SMILES	dFosB act	SR-BI DiI inh	NSD2 inh	PfHsp90 yeast 2	SR-BI uptake up	CAL PDZ FP-1	CAL PDZ FP-2	Rtt109 Vps75	PvdQ acylase	MITF act
Cc1cc(C)c(OCCN2CCOCC2)c(Cl)c1	7	-6	1	9	6	x	-0.7	-5	-7	5
CCOC(=O)[C@@H]1[C@H]2COc3ccccc3[C@H]2N2C(=O)N(c3ccc(F)cc3)C(=O)[C@]12C	2	-38	x	4	38	12	1.2	-6	8	0
CCC(=O)Nc1ccc(NC(=O)c2oc3ccccc3c2C)cc1	4	47	7	-6	-47	-6	-0.1	-3	0	x
COc1ccccc1/C=C/C(=O)Nc1cccnc1	-20	7	-3	2	-7	x	-3.0	17	18	52
COc1ccc2nc(NC(=O)CSCC(=O)Nc3cc(C)on3)sc2c1	-5	-13	0	1	13	-4	-2.6	-4	-3	47
COc1ccc(Cc2nnc(NC(=O)c3ccco3)s2)cc1OC	2	-38	-3	x	38	-4	-2.2	-2	-6	x
COc1ccc(C(=O)O)cc1S(=O)(=O)N(C)CCc1cccnc1	-3	x	-1	-8	x	0	-2.4	-3	-4	-6
NC(=S)NNc1ccc(Cl)c(Cl)c1	5	12	1	4	-12	x	0.6	-8	-16	-15
COc1ccc(/[N+]([O-])=C/c2ccco2)cc1	3	-8	x	5	8	0	1.6	-1	-3	89*
CCCCOC(=O)CSC(=S)N(C)Cc1cccs1	7	-13	-5	9	13	0	-1.6	-1	10	13
Cc1ccccc1NC(=O)NCCCCc1ccccc1	-13	-3	2	-9	3	x	-7.5	3	-4	9
C=CCNC(=S)/C(=C(/[O-])c1ccc([N+](=O)[O-])cc1)[n+]1ccccc1	-1	-6	-1	-4	6	-1	0.0	-11	15	3
COc1ccccc1NC(=O)COC(=O)C1CC2CCCC(C1)C2=O (configuration not stated)	2	1	-1	2	-1	-14	-0.5	-1	-20	0
CCN1CCCC1CNC(=O)CSc1cc(=O)n(C)c2cc(Cl)ccc12 (configuration not stated)	-2	14	7	-2	-14	0	-0.9	14	1	4
Cc1nc(NCCN)c(C#N)c2c1COC(C)(C)C2	-3	7	1	-8	-7	-1	1.0	14	7	8
CC(=O)c1ccc(Nc2nc(NCCO)nc(OC(C(F)(F)F)C(F)(F)F)n2)cc1	-4	15	-1	5	-15	1	x	-2	-11	-1
Cc1cc(C(=O)OCC(=O)c2cccs2)ccc1[N+](=O)[O-]	-14	-4	34	x	4	-1	-2.4	-3	-5	5
O=C(N[C@@H](Cc1ccccc1)C(=O)OCc1ccccc1)c1nc[nH]c1C(=O)N[C@@H](Cc1ccccc1)C(=O)OCc1ccccc1	-12	2	x	-10	-2	-4	-0.8	-6	-14	-8
O=C(O)CCCCCN1C(=O)C(O)=C(C(=O)/C=C/c2ccccc2)C1c1ccc2c(c1)OCO2 (configuration not stated)	0	-2	6	-8	2	4	-0.6	19	13	-1
OCCOCCn1c(C(CO)Nc2nc(-c3ccccc3Br)cs2)nc2ccccc21 (configuration not stated)	-6	3	x	0	-3	-2	1.4	-8	4	3
CCC1Sc2ccc(S(=O)(=O)CCC(=O)Nc3cc(C)ccn3)cc2NC1=O (configuration not stated)	-9	-1	3	20	1	-4	-2.1	-1	-8	-3
O=[N+]([O-])c1ccc(N2CCN(S(=O)(=O)c3ccc4ccccc4c3)CC2)cc1NCc1ccco1	8	1	-1	x	-1	-5	2.0	-4	-8	4
O=C(Nc1ccc(F)cc1)c1cccc(N2C(=O)c3ccccc3C2=O)c1	35*	x	2	6	x	x	-0.8	4	3	-7
O=C(Cn1c(=O)n(Cc2ccccc2)c(=O)c2cc(Cl)ccc21)NCC1CCCO1 (configuration not stated)	-6	-26	-4	9	26	-6	-1.2	7	6	-4
CCN(Cc1cccc(F)c1)C(=O)c1ccc2ccccc2n1	4	x	-1	-9	x	-2	-1.5	7	3	1
Cc1ccc(OCCCCNC2CCCCC2)c(C)c1	-1	-14	x	10	14	-2	-2.1	0	-8	29
COc1cc(/C=C(\NC(C)=O)C(=O)Nc2ccccc2C)ccc1OC(C)=O	-3	-29	-1	0	29	-2	-2.7	3	-5	5
O=C(CSc1nc2ccccc2c(=O)n1NC(=O)Cc1ccccc1)NCc1ccccc1Cl	u	25	-2	-31	-25	-3	-0.3	2	-18	x
CCn1c2ccccc2c2cc(NC(=O)CSc3nnc(-c4ccccc4OC)n3N)ccc21	0	50	2	-4	-50	1	0.0	7	20	4
CC(=O)Oc1ccc(/C=C/c2nc3ccccc3c(=O)o2)cc1	-11	-20	-5	13	20	-3	-0.7	13	15	-3
CCc1cccc(CC)c1NC(=O)NC1CCCCC1	-5	6	-1	4	-6	6	1.0	-6	-3	4
Cc1ccccc1-n1c(SCC(=O)c2c(N)n(C3CC3)c(=O)[nH]c2=O)nnc1N1CCOCC1	-7	1	-1	11	-1	x	-2.0	10	2	4
COCCNc1ccc(S(=O)(=O)N2CCCC2)cc1[N+](=O)[O-]	5	8	-2	-3	-8	2	-0.7	4	6	5
Cc1c(C(=O)N2CC(C)OC(C)C2)sc2nc(-c3ccc(F)cc3)cn12 (configuration not stated)	-5	45	-2	29	-45	0	-2.8	-15	-14	x
C[C@@H]1CN([C@H](C)CO)C(=O)Cc2cc(NC(=O)Cn3cnnn3)ccc2O[C@@H]1CN(C)Cc1ccc(Cl)c(Cl)c1	4	23	x	-3	-23	-2	-0.9	10	28	4
Cc1[nH]c(-c2ccc(F)cc2)cc1C(=O)N1CCN(c2ccc(Cl)cc2)CC1	-12	4	-3	-53	-4	16	0.3	-3	-15	-8
O=C(C[C@H]1C(=O)N(Cc2ccccc2)C[C@@H]1Cc1ccccc1)Nc1ccccc1	-3	-10	x	8	10	-4	0.6	-2	-17	-12
N#Cc1ccc(OCC(=O)N2CCCC2=O)cc1	1	-12	-1	1	12	-14	0.3	2	-14	-3
Cc1ccc(S(=O)(=O)CCC(=O)OCC(=O)NCCc2ccc(F)cc2)cc1	1	-1	-2	6	1	0	-1.4	-8	-5	4
COc1ccc(-n2c(SCC(=O)Nc3sc4c(c3C#N)CCCC4)nnc2-c2ccc(O)cc2)cc1	23*	-18	0	-33	18	1	-1.3	-7	-18	x
CC1CN(C(=O)Nc2ccc(F)cc2F)CC(C)O1 (configuration not stated)	0	-14	x	2	14	0	-3.1	-6	-12	-7
CCOC(=O)c1cn(CC)c2cc(N3CCCCC3)c(F)cc2c1=O	-6	-7	-4	11	7	-3	-2.7	3	1	6
COc1ccc(C(=O)Nc2ccc(N3CCCCCC3)cc2)cc1S(=O)(=O)N1CCOCC1	-1	56	1	0	-56	-3	-1.5	-2	4	-18
CCC(=O)OCCn1c(Br)nc2c1c(=O)[nH]c(=O)n2C	-3	-28	4	-13	28	-1	1.2	-6	9	0
CCC(CO)Nc1nc2ccc(Cl)cc2c2ccccc12 (configuration not stated)	8	18	-6	34	-18	-10	-1.3	u	-5	-2
COc1ccc(S(=O)(=O)N2CCOCC2)cc1NC(=O)Cc1cccs1	-3	35	-1	x	-35	-4	-0.7	-9	-7	-7
CC(C)c1cccc(C2=CC(=O)C[C@H](c3ccc4c(c3)OCO4)C2)c1	-3	9	x	-43	-9	1	-0.6	-3	-8	12
COc1ccccc1C1CN=NC12CCCc1ccccc1C2=O (configuration not stated)	-15	11	-5	-4	-11	-1	0.0	2	-11	7
Cc1ccc(N2CCN(C(=O)c3cc(-c4ccc(F)cc4)[nH]c3C)CC2C)cc1 (configuration not stated)	-22	7	0	-55	-7	-2	x	-6	-14	-16
COC(=O)c1c(C)oc2ccc(N(C(=O)Oc3ccccc3)S(=O)(=O)c3ccc(Cl)c([N+](=O)[O-])c3)cc12	-6	-14	x	-40	14	1	-0.5	2	-9	-12
O=C(NCc1nnc(SCC(=O)N2CCc3ccccc32)o1)c1ccco1	-7	23	-3	5	-23	2	-4.0	x	15	7
CC(C)C(C(=O)O)N1CCS(=O)(=O)CC1 (configuration not stated)	2	-12	-1	14	12	-2	-2.1	4	-1	1
Cc1ccc(CNC(=O)C2=CCN(S(=O)(=O)c3ccc(C)cc3)CC2)cc1	-8	-4	x	6	4	x	-0.2	-4	-18	8
O=C(NCc1ccccc1)C12CC3CC(CC(Br)(C3)C1)C2	-6	x	-2	7	x	-2	-0.2	-5	-10	2
c1ccc2[nH]c(SCc3ccc(-c4nnco4)cc3)nc2c1	-3	1	0	14	-1	-3	-1.5	14	5	80
CC1CN(C(=S)SCC(=O)c2ccc([N+](=O)[O-])cc2)CC(C)O1 (configuration not stated)	-6	40	18	11	-40	-1	0.0	4	13	-8
CCN(CC)S(=O)(=O)c1ccc(C(=O)OCC(=O)NC2CCCC2)cc1	-4	-11	-3	15	11	x	-3.1	4	-16	-7
O=C(c1ccccn1)C1CCCN(Cc2cn[nH]c2-c2cc3ccccc3o2)C1 (configuration not stated)	-6	-1	2	-12	1	-1	-2.4	12	4	-9
CCOc1cc(/C=C2/C(=N)N3C(=NC2=O)SN=C3S(C)(=O)=O)ccc1OC(=O)c1ccco1	-6	1	13	6	-1	-5	-4.8	17	6	-1
COc1ccc(/C=N/NC(=O)C(O)(c2ccccc2)c2ccccc2)cc1OC	-2	2	-1	1	-2	-1	-0.8	-2	19	7

Record cards (already shown). Order of values: dFosB act | SR-BI DiI inh | NSD2 inh | PfHsp90 yeast 2 | SR-BI uptake up | CAL PDZ FP-1 | CAL PDZ FP-2 | Rtt109 Vps75 | PvdQ acylase | MITF act
COc1ccc(C(=O)Nc2ccc(N3CCCCCC3)cc2)cc1S(=O)(=O)N1CCOCC1 across the screens: -1 | 56 | 1 | 0 | -56 | -3 | -1.5 | -2 | 4 | -18
O=C(NCc1nnc(SCC(=O)N2CCc3ccccc32)o1)c1ccco1 across the screens: -7 | 23 | -3 | 5 | -23 | 2 | -4.0 | x | 15 | 7

(list continues)
SMILES	dFosB act	SR-BI DiI inh	NSD2 inh	PfHsp90 yeast 2	SR-BI uptake up	CAL PDZ FP-1	CAL PDZ FP-2	Rtt109 Vps75	PvdQ acylase	MITF act
N#Cc1cc2c(nc1SCC(=O)N1CCOCC1)CCCCC2	-2	19	-13	-2	-19	-2	0.4	x	3	-18
CCn1cc(Br)c(C(=O)Nc2ccccc2C(=O)OC)n1	-25	32	44	-10	-32	-4	-2.7	10	6	6
O=C(O)CN1C(=O)/C(=C2\C(=O)N(Cc3ccccc3Cl)c3ccccc32)SC1=S	7	-28	1	-12	28	-2	0.7	1	16	-18
CC(C)(C)c1ccc(C(=O)N/C(=C\c2cccs2)C(=O)N2CCOCC2)cc1	1	x	x	8	x	-2	-3.8	-5	-23	0

Source: PubChem BioAssay (Broad Institute)

The order is random. Share with any hit: about 4.3%.
